esBAF inh: SWI/SNF esBAF complex inhibition | mouse ES cells, Bmi1-luciferase knock-in reporter, 24 h; 100% = twice the neutral-well signal | reporter increase, % at 12.5 µM | actives 2% (n = 350,000); in the data active = activation above about 40%; inconclusive = no clear call, values can overlap the other calls;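 also: 0% = median of the plate's neutral control wells and 100% = double that signal; a rise in the Bmi1 reporter signal indicates esBAF inhibition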
FN deposition inh: fibronectin deposition inhibition; AH1F fibroblasts, Alexa488-fibronectin deposition fluorescence, overnight; inhibition, % at 12.6 µM; actives 0.086% (n = 350,000);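 active = mean inhibition across replicates of 30% or more, regardless of how many single replicates reach that level; inconclusive = mean under 30% yet at least half of replicates reach 30%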;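 also: positive control wells lacked labelled fibronectin entirely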
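Measured by – fluorescence 485/525 nm · System – AH1F fibroblast monolayer, labelled fibronectin deposition · Amount – 10000 cells per well · Buffer or medium – serum-reduced DMEM (2% serum) · Doses – single dose, pinned · Also added – fluorescent fibronectin at 24 nM final · Schedule – 1 h cell attachment, overnight exposure to compound and label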
S100A4 inh HTS: blocks human S100A4 binding to myosin IIA peptide; S100A4/TAMRA-MyoIIA peptide fluorescence polarization; actives 0.14% (n = 360,000); inhibition, % at 10.7 µM;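 active = mean inhibition of at least 70% across replicates, with every replicate also reaching that level; inconclusive = mean inhibition reaches 70% but some replicates fall short; inactive = mean inhibition below 70%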
Target sequence (P26447 whole entry, looked up): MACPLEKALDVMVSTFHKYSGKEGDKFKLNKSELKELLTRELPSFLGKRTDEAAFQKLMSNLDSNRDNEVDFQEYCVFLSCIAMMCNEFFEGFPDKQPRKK
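Test system – S100A4 monomer (human) · Compound – single-point compound testing · Schedule – 5 min incubation before reading · Probe or stimulus – TAMRA-labelled myosin IIA heavy-chain peptide probe, 5 nM · Benchmarks – neutral control DMSO, positive control TFP · Medium – Calcium-containing HEPES buffer, pH 7.2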
RAD54 branch: inhibitors of human RAD54 branch migration | Q92698 | RAD54 Holliday junction branch migration, FAM/BHQ fluorescence | inhibition, % at 10.4 µM | actives 0.14% (n = 360,000) | AID 602329;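 active = mean normalized replicate activity at least 40 and at least half of replicates scoring 40 or more; inconclusive = only one of the two criteria met; inactive = mean below 40 and under half of replicates reaching 40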;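 also: 0% = median of neutral control wells and 100% = median of positive control wells; inhibitors cause a drop in the FAM fluorescence signal; in these data hits start at about 50%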
Target sequence (Q92698 whole entry, looked up): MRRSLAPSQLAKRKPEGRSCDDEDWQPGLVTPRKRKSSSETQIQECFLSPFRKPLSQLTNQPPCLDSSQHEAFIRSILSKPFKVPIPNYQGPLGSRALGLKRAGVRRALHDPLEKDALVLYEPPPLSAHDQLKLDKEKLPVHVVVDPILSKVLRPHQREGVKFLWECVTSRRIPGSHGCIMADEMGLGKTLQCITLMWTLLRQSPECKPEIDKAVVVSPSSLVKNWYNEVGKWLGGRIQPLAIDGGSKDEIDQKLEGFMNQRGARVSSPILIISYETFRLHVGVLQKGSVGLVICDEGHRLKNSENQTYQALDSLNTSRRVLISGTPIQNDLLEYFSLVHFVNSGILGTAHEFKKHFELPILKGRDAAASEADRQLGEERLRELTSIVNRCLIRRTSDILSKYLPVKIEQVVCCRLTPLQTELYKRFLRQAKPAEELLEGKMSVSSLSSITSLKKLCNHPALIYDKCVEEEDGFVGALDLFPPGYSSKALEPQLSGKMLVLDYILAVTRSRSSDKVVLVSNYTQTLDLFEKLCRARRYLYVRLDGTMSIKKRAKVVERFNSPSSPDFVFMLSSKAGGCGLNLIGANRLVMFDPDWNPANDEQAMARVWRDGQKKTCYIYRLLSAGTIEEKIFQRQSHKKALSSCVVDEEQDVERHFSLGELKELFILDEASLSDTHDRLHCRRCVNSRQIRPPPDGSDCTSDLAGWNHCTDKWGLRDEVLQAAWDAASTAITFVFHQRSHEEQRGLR
E-sel inducer: induces E-selectin expression in human endothelial cells; HUVEC E-selectin immunofluorescence imaging; normalized: neutral wells 0, TNF-alpha wells 100; P16581; AID 686992; actives 0.37% (n = 260,000); activation, % at 7.58 µM;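 active = mean E-selectin-positive cell signal at least 10% of the positive control, reached in at least 60% of replicates, without over 20% cell loss; inconclusive = no rule given, readout overlaps actives, possibly toxicity-flagged; inactive = the rest, including those meeting only one limit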;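 also: in these data hits start at about 27%; measured in HUVEC primary endothelial cells; signal is the percent of cells scored E-selectin positive by PE staining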
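Read-out basis: % PE-positive cells; Test system: HUVEC primary endothelial cells; Technique: immunofluorescence imaging; Dosing: single-point compound dose.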
EWS-Fli inh: blocks EWS/Fli oncoprotein-driven transcription. A673 NR0B1-luciferase reporter, viability-normalised. inhibition, % at 12.6 µM. actives 0.67% (n = 350,000);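 active = mean inhibition of at least 50% after viability correction, with every replicate also passing that limit; inconclusive = mean reaches 50% but only one of two replicates passes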;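 also: firefly luciferase signal divided by Alamar Blue viability fluorescence both relative to DMSO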
RAD52 anneal inh: RAD52 (human) annealing inhibition; P43351; recombinant RAD52 DNA annealing, FRET fluorescence; inhibition, % at 18.7 µM; actives 0.46% (n = 360,000); AID 651710;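 active = every replicate showing at least 50% inhibition; inconclusive = mean inhibition at least 50% but not in every replicate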
Xi reactivation: X-chromosome reactivation activator. XiGFP mouse fibroblasts, % GFP-positive cells imaging, 3 d; cells co-treated with 5-aza-dC sensitizer; scaled so ellipticine positive control = 100%. actives 0.055% (n = 360,000). activation, % at 7.58 µM. AID 743238;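 active = mean normalized replicate activation at least 10% and every replicate at or above 10%; inconclusive = only one of the two criteria met; inactive = mean below 10% and not all replicates reach 10%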;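 also: 0% = median of on-plate neutral control wells and 100% = ellipticine 6 µM median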
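Schedule: 3 d treatment, 15 min room-temperature fixation; system: 68-5-11 XiGFP fibroblast line; buffer or medium: DMEM plus 5-aza-dC sensitizer; control set: ellipticine 6 µM positive control; compound: one concentration, pinned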
* = called active by the depositor; ? = inconclusive; . = not tested or not shown.

Labels used below – A = esBAF inh; B = FN deposition inh; C = S100A4 inh HTS; D = RAD54 branch; E = E-sel inducer; F = EWS-Fli inh; G = RAD52 anneal inh; H = Xi reactivation
> O=C(COC(=O)/C=C/c1cccs1)Nc1nc(-c2ccccc2)cs1
  A: . | B: -1 | C: 1 | D: . | E: 0.1 | F: 9 | G: -12 | H: 0.0

> COc1cc(NC(=O)COc2cc(O)c3c(c2)OC(C)(C)CC3=O)cc(OC)c1
  A: 7 | B: . | C: -4 | D: -3 | E: . | F: -2 | G: -7 | H: .

> CCN1[C@@H]2Cn3c(ccc(-c4ccc(F)cc4)c3=O)[C@H]1[C@@H](C(=O)Nc1nccs1)[C@@H]2CO
  A: -6 | B: 9 | C: 15 | D: -6 | E: 0.2 | F: 23 | G: 7 | H: 0.3

> O=c1c(O)c(-c2ccccc2)oc2cc(O)cc(O)c12
  A: 17 | B: . | C: 0 | D: 4 | E: . | F: -18 | G: -7 | H: .

> COc1ccc(C)cc1NC(=O)CCNC(=O)Cn1cnc2ccccc2c1=O
  A: -3 | B: 2 | C: -22 | D: -4 | E: 0.4 | F: -1 | G: 6 | H: 0.0

> CN(C)c1ccc(CNC(=O)C2CCC(CNc3c(N4CCCCC4)c(=O)c3=O)CC2)cc1 (configuration not stated)
  A: -8 | B: 9 | C: 1 | D: 0 | E: 3.2 | F: -4 | G: 0 | H: 0.0

> CC(=O)Nc1ccc(N(CC(=O)NC2CCCCC2)C(=O)Cn2nnc(-c3ccccc3)n2)cc1
  A: 9 | B: 5 | C: -4 | D: -1 | E: 0.3 | F: 9 | G: -16 | H: 0.2

> C[C@H](CO)N1C[C@H](C)[C@H](CN(C)Cc2ccccn2)Oc2cc(-c3ccccc3)ccc2S1(=O)=O
  A: 2 | B: -10 | C: 7 | D: 6 | E: 0.1 | F: 3 | G: 0 | H: -1.2

> COc1ccccc1-c1ccc2c(c1)C(C)(Cc1cccc(C#N)c1)C(=O)N2 (configuration not stated)
  A: 8 | B: -2 | C: 0 | D: -9 | E: 0.6 | F: 8 | G: -2 | H: 0.1

> CC(C)CCN(C(=O)c1csnn1)C(C(=O)NC1CCCCC1)c1ccc(F)cc1 (configuration not stated)
  A: 2 | B: -3 | C: 19 | D: -11 | E: . | F: 1 | G: -12 | H: 0.1

> CCCCOC(=O)Oc1ccc2c(=O)c(Oc3cccc(C)c3)coc2c1
  A: . | B: -5 | C: -23 | D: . | E: -1.9 | F: 0 | G: -13 | H: 0.0

> CCCCCc1cc(=O)oc2c(C(CCN3CCN(c4ccccc4)CC3)c3ccc(N(C)C)cc3)c(OC)cc(OC)c12 (configuration not stated)
  A: . | B: -4 | C: -3 | D: 5 | E: -0.1 | F: -4 | G: -13 | H: 0.2

> CS(=O)(=O)N1[C@H](C(=O)O)[C@@H](CO)[C@@H]2Cn3c(ccc(-c4ccc(F)cc4)c3=O)[C@@H]21
  A: 0 | B: . | C: -23 | D: -9 | E: -0.1 | F: -2 | G: -12 | H: 0.5

> CC(=O)c1cn(CCOc2cc(C)ccc2C)c2ccccc12
  A: -15 | B: 8 | C: -3 | D: -1 | E: -0.4 | F: 29 | G: -6 | H: 0.0

> CCOC(=O)c1ccc(N2C(=O)C(CC(N)=O)N(NC(=O)c3cccc(F)c3)C2=S)cc1 (configuration not stated)
  A: 4 | B: 3 | C: -1 | D: -1 | E: 0.9 | F: 19 | G: -8 | H: 0.4

> O=C(O[C@@H]1[C@H](Cc2ccccc2)NS(=O)(=O)[C@H]2C[C@@H]3C=C[C@]12O3)c1ccccc1Br
  A: 8 | B: -11 | C: 7 | D: 13 | E: -0.7 | F: 1 | G: -15 | H: 0.0

> O=C(C1CC1)N1CC2(C1)[C@H](c1ccccc1)[C@H](CO)N2Cc1ccccc1F
  A: . | B: -5 | C: -1 | D: . | E: -0.1 | F: -2 | G: -32 | H: 0.2

> C=CCn1c(SCC(=O)N2CCN(c3ccc(F)cc3)CC2)nnc1-c1cccs1
  A: -1 | B: -14 | C: -2 | D: 0 | E: -0.2 | F: -3 | G: 2 | H: 0.3

> N=c1c(S(=O)(=O)c2ccc(Cl)cc2)cc2c(=O)n3ccccc3nc2n1C1CCCC1
  A: 2 | B: 11 | C: -1 | D: -16 | E: -1.5 | F: -5 | G: -443 | H: 0.2

> Cc1ccc(NC(=O)CN(C)Cc2cccs2)cc1Cl
  A: 5 | B: 2 | C: -8 | D: -1 | E: . | F: -25 | G: -4 | H: 0.2

> C[C@H]1CN([C@@H](C)CO)C(=O)Cc2cc(NC(=O)c3ccncc3)ccc2O[C@H]1CN(C)C(=O)NC1CCCCC1
  A: -2 | B: -7 | C: 7 | D: -5 | E: -0.1 | F: 1 | G: 4 | H: -1.3

> CN1c2ccc(-c3ccccc3)cc2[C@@H]2[C@@H](CCN2S(=O)(=O)c2ccccc2F)[C@H]1CO
  A: 3 | B: 1 | C: -2 | D: 4 | E: 0.2 | F: -6 | G: -1 | H: 0.1

> Cn1c(=O)c2c(nc(CO)n2C)n(C)c1=O
  A: 1 | B: -2 | C: -5 | D: -3 | E: ? | F: 2 | G: 1 | H: 0.0

> COc1cccc(/C(=N/O)C2CC2c2ccc(Cl)cc2)c1 (configuration not stated)
  A: . | B: 6 | C: -6 | D: . | E: . | F: -8 | G: 2 | H: 0.0

> CCCC#Cc1ccc([C@@H]2[C@@H](C#N)N(C(=O)C3CCOCC3)[C@H]2CO)cc1
  A: -7 | B: -2 | C: -1 | D: -3 | E: -0.2 | F: -5 | G: -85 | H: 0.0

5 records picked at random from those above:
Labels used below – A = esBAF inh; B = FN deposition inh; C = S100A4 inh HTS; D = RAD54 branch; E = E-sel inducer; F = EWS-Fli inh; G = RAD52 anneal inh; H = Xi reactivation
> CCN1[C@@H]2Cn3c(ccc(-c4ccc(F)cc4)c3=O)[C@H]1[C@@H](C(=O)Nc1nccs1)[C@@H]2CO
  A: -6 | B: 9 | C: 15 | D: -6 | E: 0.2 | F: 23 | G: 7 | H: 0.3

> CCOC(=O)c1ccc(N2C(=O)C(CC(N)=O)N(NC(=O)c3cccc(F)c3)C2=S)cc1 (configuration not stated)
  A: 4 | B: 3 | C: -1 | D: -1 | E: 0.9 | F: 19 | G: -8 | H: 0.4

> COc1cccc(/C(=N/O)C2CC2c2ccc(Cl)cc2)c1 (configuration not stated)
  A: . | B: 6 | C: -6 | D: . | E: . | F: -8 | G: 2 | H: 0.0

> CN1c2ccc(-c3ccccc3)cc2[C@@H]2[C@@H](CCN2S(=O)(=O)c2ccccc2F)[C@H]1CO
  A: 3 | B: 1 | C: -2 | D: 4 | E: 0.2 | F: -6 | G: -1 | H: 0.1

> O=C(O[C@@H]1[C@H](Cc2ccccc2)NS(=O)(=O)[C@H]2C[C@@H]3C=C[C@]12O3)c1ccccc1Br
  A: 8 | B: -11 | C: 7 | D: 13 | E: -0.7 | F: 1 | G: -15 | H: 0.0

Remaining list, next part:
mol	esBAF inh	FN deposition inh	S100A4 inh HTS	RAD54 branch	E-sel inducer	EWS-Fli inh	RAD52 anneal inh	Xi reactivation
Cn1nc2c3cc(F)ccc3n(Cc3ccc(F)cc3)cc-2c1=O	-15	10	10	.	1.2	4	-22	0.0
Cc1cccc(Oc2ccccc2NC(=O)CSCC(=O)Nc2cc(C)on2)c1	5	.	3	6	.	-2	-2	0.0
CCC1CCCCN1C(=O)CCn1c(=O)oc2ccccc21 (configuration not stated)	0	1	-2	-3	-0.3	3	-1	0.0
O=C(CN1CCOCC1)N1CCCCN2[C@H](CO)[C@H](c3ccc(C#Cc4ccccc4F)cc3)[C@@H]2C1	-3	.	-18	-5	0.6	-8	18	0.5
O=C(c1cccc(OCc2ccccc2)c1)N1CCOCC1	24	1	-3	-1	0.5	-12	0	0.3
COC(=O)C1C(OC)=CC(=O)C2CCCCC21 (configuration not stated)	5	3	-4	.	-0.4	3	-6	0.0
COc1ccc(CCN2C(=O)CCC2(C)c2nnnn2-c2c(C)cccc2C)cc1OC (configuration not stated)	.	-5	-7	.	-0.1	-3	-20	-0.1
O=C(NC(Cc1ccccc1)C(=O)N1CCN(c2ccc(F)cc2)CC1)c1ccccc1 (configuration not stated)	0	-1	7	2	0.1	2	-8	0.0
O=C(C1CC1)N1CCCCN2[C@H](CO)[C@@H](c3ccc(C#CC4CCCC4)cc3)[C@H]2C1	2	.	13	10	-0.7	-4	4	0.0
CCSc1nc2sccc2c(=O)n1-c1ccccc1	-9	-2	-2	0	0.5	7	-10	0.1
C[C@H](CO)N1C[C@H](C)[C@H](CN(C)C(=O)c2ccccc2F)Oc2ncc(-c3cccnc3)cc2C1=O	-4	.	-2	5	-0.2	-4	-5	0.0
COc1ccc(CC(=O)NCC(=O)N/N=C/c2ccco2)cc1	.	-1	1	.	-1.0	8	-12	-0.3

Ordered by SMILES length (low to high): some entries from above.
mol	esBAF inh	FN deposition inh	S100A4 inh HTS	RAD54 branch	E-sel inducer	EWS-Fli inh	RAD52 anneal inh	Xi reactivation
CCC1CCCCN1C(=O)CCn1c(=O)oc2ccccc21 (configuration not stated)	0	1	-2	-3	-0.3	3	-1	0.0
C=CCn1c(SCC(=O)N2CCN(c3ccc(F)cc3)CC2)nnc1-c1cccs1	-1	-14	-2	0	-0.2	-3	2	0.3
O=C(NC(Cc1ccccc1)C(=O)N1CCN(c2ccc(F)cc2)CC1)c1ccccc1 (configuration not stated)	0	-1	7	2	0.1	2	-8	0.0
N=c1c(S(=O)(=O)c2ccc(Cl)cc2)cc2c(=O)n3ccccc3nc2n1C1CCCC1	2	11	-1	-16	-1.5	-5	-443	0.2
CCN1[C@@H]2Cn3c(ccc(-c4ccc(F)cc4)c3=O)[C@H]1[C@@H](C(=O)Nc1nccs1)[C@@H]2CO	-6	9	15	-6	0.2	23	7	0.3

Going on with the list:
mol	esBAF inh	FN deposition inh	S100A4 inh HTS	RAD54 branch	E-sel inducer	EWS-Fli inh	RAD52 anneal inh	Xi reactivation
COc1ccnc(Oc2cccc(C(F)(F)F)c2)c1C(=O)N/C=N/OCc1ccccc1F	-6	4	2	4	1.9	-1	-7	0.0
Cn1c(=O)[nH]c(=O)c2c1nc(N1CCCCCC1)n2CC(N)=O	0	.	-1	0	.	.	-17	.
Cc1ccc(S(=O)(=O)N(C)CC(=O)O/N=C(\N)c2cccnc2)cc1	-5	5	6	2	-0.3	-2	5	0.0
COc1cccc(NC(=O)CN(C)C(=O)C2=COCCO2)c1	-1	3	1	7	-2.4	7	-2	0.0
CC(C)NC(=O)N(C)C[C@H]1OCCCC[C@H](C)Oc2ccc(NS(C)(=O)=O)cc2C(=O)N([C@@H](C)CO)C[C@@H]1C	2	.	4	-11	-0.3	-1	-2	0.0
CC(=O)N(C)C[C@@H]1Oc2cc(C#CC(C)C)ccc2S(=O)(=O)N([C@@H](C)CO)C[C@@H]1C	4	-10	6	-10	-0.2	-4	3	0.0
c1ccc(CN=C2NN=C(c3ccccc3)CS2)cc1	46*	.	5	3	.	-59	-38	0.0

From PubChem

Rows are unselected. Share with any hit: about 3%.
